Screens (PubChem BioAssay)
TRPC4 agonist – TRPC4 (mouse) channel activation; Q9QUQ5; HEK293 TRPC4beta/mu-opioid, Fluo4 calcium fluorescence; stronger effect = higher value; B-score at 10 µM; hit rate 0.49% among 310,000; AID 2237;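 active = B-score above 5 SD of library B-scores, and initial fluorescence ratio not above library mean plus 5 SD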;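 note: positive B-score marks a calcium rise read as TRPC4 activation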
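System: HEK293 cells stably co-expressing mouse TRPC4beta and mu-opioid receptor; Schedule: Fluo4 dye loading 45 min at room temperature, 110 s recording; Detection: Fluo4 fluorescence, kinetic; Evaluation: B-scored integrated calcium fluorescence ratio; Controls: buffer (low) and maximal DAMGO (high).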
TRPC4 inh – blocks the mouse TRPC4 cation channel; HEK293 TRPC4beta/mu-opioid, DAMGO-evoked Fluo4 calcium flux; stronger effect = lower value; B-score at 10 µM; Q9QUQ5; AID 2247; hit rate 0.39% among 300,000;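 active = B-score over 3 SD under the library average, no early fluorescence shift, positive overall ratio signal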
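Assay system: HEK293 cells with stable TRPC4beta plus mu-opioid receptor expression. Dosing: single dose. Measured by: Fluo4 Ca2+ flux fluorescence. Also added: DAMGO in two steps, submaximal then maximal. Read-out: B score from integrated Fluo4 fluorescence ratio.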
KCNK3 block – human KCNK3 channel inhibition, primary screen. CHO-KCNK3 thallium flux, FluxOR fluorescence; stronger effect = lower value. O14649. AID 602410. B-score at 10 µM. hit rate 0.84% among 340,000;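 active = B-score under library mean minus 4 SD, starting fluorescence ratio at most library mean plus 5 SD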;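 note: more negative B-score means stronger inhibition of thallium flux through KCNK3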
KCNQ1 inh – blocks the human KCNQ1 potassium channel. CHO-K1 KCNQ1, FluxOR thallium flux fluorescence; stronger effect = higher value. B-score at 10 µM. hit rate 1.3% among 310,000. AID 2642;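 active = compounds whose thallium flux B-score, printed positive for inhibition, exceeds three library SD while starting fluorescence stays within three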;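 note: channel opened by potassium depolarization with thallium stimulus after 20 min compound exposure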
hERG rescue – compounds protecting human hERG from proarrhythmic drug block; activation (rescue from dofetilide block), less the hit threshold, % at 10 µM; Q12809; hit rate 0.51% among 310,000; CHO-hERG, FluxOR thallium flux, dofetilide IC70 present;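 active = activation above the mean of controls blocked by dofetilide plus 5 SD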;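 note: thallium influx through hERG after potassium depolarization seen as dye fluorescence rise; in these data hits start at about 4.7%; inactives centre near -7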
Target sequence (Q12809 whole entry, looked up): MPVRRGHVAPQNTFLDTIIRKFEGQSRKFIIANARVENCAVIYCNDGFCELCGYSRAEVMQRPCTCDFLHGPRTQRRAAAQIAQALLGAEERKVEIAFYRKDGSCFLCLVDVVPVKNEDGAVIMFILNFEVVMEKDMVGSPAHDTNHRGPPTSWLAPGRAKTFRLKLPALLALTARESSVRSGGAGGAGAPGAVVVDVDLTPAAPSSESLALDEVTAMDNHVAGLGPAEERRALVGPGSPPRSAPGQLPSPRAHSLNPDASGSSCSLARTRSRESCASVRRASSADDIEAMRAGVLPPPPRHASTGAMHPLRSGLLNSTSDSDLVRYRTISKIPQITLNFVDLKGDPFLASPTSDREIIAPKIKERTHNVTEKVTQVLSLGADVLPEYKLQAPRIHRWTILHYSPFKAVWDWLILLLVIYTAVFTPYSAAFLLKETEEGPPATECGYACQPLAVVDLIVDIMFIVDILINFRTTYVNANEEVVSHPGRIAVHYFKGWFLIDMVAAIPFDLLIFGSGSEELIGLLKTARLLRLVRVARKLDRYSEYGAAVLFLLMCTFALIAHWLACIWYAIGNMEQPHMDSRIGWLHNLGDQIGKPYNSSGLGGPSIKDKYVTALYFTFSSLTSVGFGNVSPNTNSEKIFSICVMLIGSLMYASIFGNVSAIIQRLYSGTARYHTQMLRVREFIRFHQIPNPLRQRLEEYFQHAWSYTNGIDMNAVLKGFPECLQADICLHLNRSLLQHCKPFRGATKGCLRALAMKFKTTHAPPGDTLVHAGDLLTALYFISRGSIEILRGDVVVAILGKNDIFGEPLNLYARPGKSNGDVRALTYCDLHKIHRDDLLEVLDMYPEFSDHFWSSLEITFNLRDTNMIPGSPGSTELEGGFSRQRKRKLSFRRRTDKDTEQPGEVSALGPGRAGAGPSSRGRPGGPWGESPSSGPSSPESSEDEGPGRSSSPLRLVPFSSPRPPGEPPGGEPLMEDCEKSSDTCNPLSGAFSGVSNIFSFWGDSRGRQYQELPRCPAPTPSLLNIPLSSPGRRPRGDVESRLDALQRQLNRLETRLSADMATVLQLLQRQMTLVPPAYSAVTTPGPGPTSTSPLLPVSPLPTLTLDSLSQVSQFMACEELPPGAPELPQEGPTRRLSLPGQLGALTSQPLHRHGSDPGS
KCNK9 block – blocks the human KCNK9 two-pore domain potassium channel. HEK293 KCNK9, FluxOR thallium flux fluorescence; stronger effect = lower value. hit rate 1.2% among 310,000. Q9NPC2. B-score at 10 µM. AID 488922;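 active = ratio B-score over 3 SD below the library mean, with starting fluorescence within 5 SD of its mean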;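 note: negative B-score means less thallium flux so channel inhibition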
Dyrk1A ADPGlo – inhibitors of rat Dyrk1A kinase; ADP-Glo luminescence, NFATc1 peptide; inhibition, % at 12.5 µM; hit rate 0.43% among 310,000; AID 504441; in the data active = inhibition above about 50%;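 note: plate controls were vehicle with enzyme for no effect and no enzyme for full effect; many of its hits are not listed in these tables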
TRPC4 PAM – allosterically enhances the mouse TRPC4 cation channel; Q9QUQ5; HEK293 TRPC4beta/mu-opioid, DAMGO EC20, Fluo-4 Ca2+ flux; stronger effect = higher value; B-score at 10 µM; hit rate 0.42% among 310,000;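 active = B-score of calcium response area above 5 SD of library B-scores, with initial fluorescence ratio within 5 SD of library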;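 note: B-score of integrated fluorescence ratio over time as area under calcium response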
Platelet DG rel – platelet dense granule release activity; human platelet-rich plasma, SFLLRN dense granule ATP release, luminescence; inhibition, %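 (compounds screened at 7.5 µM in platelet-rich plasma)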; hit rate 0.22% among 300,000; AID 1663;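 active = mean replicate score, as percent of positive control, at or above 50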
KCNQ1 pot – potentiates or activates the human KCNQ1 potassium channel | P51787 | CHO-K1 KCNQ1, thallium flux FluxOR fluorescence; stronger effect = higher value | B-score at 10 µM | hit rate 0.35% among 310,000;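 active = fluorescence ratio B-score, a plate-corrected score, at least three library SD, with initial intensity B-score within 5 SD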
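Assay system: CHO-K1 cells stably expressing KCNQ1; Medium: assay buffer with matched DMSO; Also added: K+/Tl+ depolarizing stimulus; Dosing: single dose; Timing: dye 90 min, compound 20 min, room temperature; Measured by: kinetic FluxOR thallium fluorescence, 10-s 1-Hz baseline, 110-s post-stimulus read; Read-out: peak-minus-minimum fluorescence over initial fluorescence, negative-control normalized, B-scored.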
PolyA inhibitor – yeast polyadenylation inhibition; S. cerevisiae SKY197-pL101 polyadenylation reporter, beta-gal luminescence; efflux-impaired pdr1/pdr3 knockout yeast; score 100 = 6 SD above DMSO; calls only at 12 µM; hit rate 0.02% among 300,000; AID 1875;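 active = lowest replicate activity score at least 50, where 100 means six control SD above control mean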;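 note: yeast exposed to compound for 9 h at 30 °C; higher score means more reporter readthrough which indicates perturbed polyadenylation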
* marks the source's active call; other numbers are inactive results; i = inactive; x = no result given.

SMILES | TRPC4 agonist | TRPC4 inh | KCNK3 block | KCNQ1 inh | hERG rescue | KCNK9 block | Dyrk1A ADPGlo | TRPC4 PAM | Platelet DG rel | KCNQ1 pot | PolyA inhibitor
Cc1cc(=O)n2nc(N3CCC(C(=O)NCc4cccc(Br)c4)CC3)sc2n1 | i | i | i | i | -10 | i | -4 | i | 1 | i | i
CCCNC(=O)C1CC2Cn3c(nc4ccccc43)C2N1C (configuration not stated) | i | i | i | i | -11 | i | -2 | i | 2 | i | i
COc1ccc(/C=N/Nc2nc3ccccc3o2)cc1O | i | i | i | i | -11 | i | 34 | i | 22 | i | i
C/C=C\C=C\C(=O)N1CC2(CC(c3cccc(NC(=O)CC)c3)=NO2)C[C@H]1C(N)=O (some centres not stated) | i | i | i | i | -3 | i | 6 | i | 11 | i | i
O=C(Nc1cccc(Oc2ccc(C(=O)O)c(C(=O)O)c2)c1)c1ccc(-c2ccccc2)cc1 | i | i | i | i | -10 | i | 13 | i | 11 | i | i
COc1cc(/C=C/CO)cc(OC)c1OC/C=C(\C)CCC=C(C)C | i | i | i | i | -17 | i | -1 | i | -1 | i | i
Cc1c(NC(=O)c2cccs2)cccc1[N+](=O)[O-] | i | i | i | i | -12 | i | 5 | i | 0 | i | i
COc1ccccc1NC(=O)CN1C(=O)COc2ccc(C)cc21 | i | i | i | i | 1 | i | 4 | i | -5 | i | i
O=C(CS(=O)c1cccc(C(F)(F)F)c1)Nc1ccc(Cl)cc1Cl (configuration not stated) | i | i | i | i | -9 | i | 0 | i | 5 | i | i
Cc1ccc(S(=O)(=O)N(CC(=O)N/N=C/c2ccco2)c2cc(Cl)cc(Cl)c2)cc1 | i | i | i | i | -12 | i | -1 | i | -6 | i | i
CN1CCc2c(sc(NC(=O)Cc3ccc(F)cc3)c2C(N)=O)C1 | i | i | i | i | -3 | i | 2 | i | 8 | i | i
Cc1nc2ccccn2c1C(=O)NNS(=O)(=O)c1ccc(C(C)(C)C)cc1 | i | i | i | i | -3 | i | -5 | i | 0 | i | i
CCOC(=O)N1CCN(C(c2ccc(C)cc2)c2sc3nc(C)nn3c2O)CC1 (configuration not stated) | i | i | i | i | -9 | i | 2 | i | -3 | i | i
O=c1c(Cl)c(N2CCN(c3ccc(F)cc3)CC2)cnn1-c1nc2ccccc2s1 | i | i | i | i | -7 | i | -6 | i | -32 | i | i
COc1ccc(CN2C(=O)c3ccccc3C2OC)cc1 (configuration not stated) | i | i | i | i | -8 | i | 10 | i | 2 | i | i
Cc1noc(C)c1CCC(=O)N1CCCC(CO)(Cc2ccccc2)C1 (configuration not stated) | i | i | i | i | -4 | i | 0 | i | 0 | i | i
CC[C@H](C)[C@@H](C(=O)N1CCNCC1)n1cc([C@@H](N)CC(C)C)nn1 | i | i | i | i | -4 | i | -9 | i | 0 | i | i
Cc1ccccc1NC(=S)N(CCN1CCCCCC1)Cc1cccs1 | i | i | i | i | -8 | i | 5 | i | 6 | i | i
O=C1CCCC2=C1C(c1ccccc1)n1c(s/c(=C/c3cccc(F)c3)c1=O)=N2 (configuration not stated) | i | i | i | i | 5.7* | i | -1 | i | 5 | i | i
Cc1ccc(F)c([C@H]2[C@H]3C=CC[C@@H](C)[C@@H]3C(=O)N2Cc2ccccc2)c1 | i | i | i | i | -26 | -8.6* | 10 | i | -1 | i | i
CCOC(=O)c1sc(NC(=O)CSc2n[nH]c(-c3ccccc3)n2)c(C#N)c1C | i | i | i | i | -19 | i | 12 | i | -8 | i | i
O=C(O)c1ccc(NC(=O)c2cn(-c3ccccc3)nc2-c2ccc(F)cc2)cc1 | i | i | i | i | -10 | i | 6 | i | -2 | i | i
Cc1c(N=Cc2c(O)n(Cc3ccco3)c(=O)c3ccccc23)c(=O)n(-c2ccccc2)n1C | i | i | i | i | -13 | i | 4 | i | -11 | i | i
CN(C)CCN(Cc1ccccc1)S(=O)(=O)c1ccc(-c2ccc(=O)[nH]n2)s1 | i | i | i | i | -8 | i | 4 | i | 51* | i | i
CC(=O)Nc1ccc(C(=O)CSc2nnc(Cn3nnc4ccccc43)n2C)cc1 | i | i | i | i | -2 | i | 2 | i | -48 | i | i
SMILES | TRPC4 agonist | TRPC4 inh | KCNK3 block | KCNQ1 inh | hERG rescue | KCNK9 block | Dyrk1A ADPGlo | TRPC4 PAM | Platelet DG rel | KCNQ1 pot | PolyA inhibitor
Cc1ccc(NC(=O)Nc2ccc(Cl)cc2)c(Br)c1 | i | i | i | i | -8 | i | -2 | i | -3 | i | i
Cc1ccc(CNC(=O)c2cc(-c3ccccc3)nn2CC2CC(c3cccc([N+](=O)[O-])c3)=NO2)cc1 (configuration not stated) | i | i | i | i | -7 | i | 5 | i | 5 | i | i
O=C(Nc1ccc(N2CCOCC2)cc1)c1cccc2c(Br)cccc12 | i | i | i | i | -7 | i | -4 | i | -13 | i | i
Cc1ccc(-n2nnnc2CNC(=O)C2CC(=O)N(c3ccc(F)cc3)C2)cc1C (configuration not stated) | i | i | i | i | -17 | i | -6 | i | 2 | i | i
Clc1ccc(-c2nn3c(-c4ccccc4)nnc3s2)cc1 | i | i | i | i | -9 | i | 2 | i | -5 | i | i
OCCNCC12CC3CC(CC(C3)C1)C2 | i | i | i | i | -17 | i | x | i | 2 | i | i
CC(C)c1ccc(O)c(N)c1 | i | i | i | i | -13 | i | -2 | i | -1 | i | i
Cc1nn(S(=O)(=O)c2ccc(Br)cc2)c(C)c1S(=O)(=O)N1CCOCC1 | i | i | i | i | -10 | i | 1 | i | -5 | i | i
CCOC(=O)CC(=O)CSc1nc(-c2cccnc2)ccc1C#N | i | i | i | i | -20 | i | -1 | i | 10 | i | i
COc1ccc(C(=O)NC(Oc2ccccc2)C(Cl)(Cl)Cl)cc1 (configuration not stated) | i | i | i | i | -9 | i | -2 | i | -1 | i | i
COc1ccc2[nH]c(=O)c(CN(CC3CCCO3)S(=O)(=O)c3ccccc3F)cc2c1 (configuration not stated) | i | i | i | i | -10 | i | -5 | i | 2 | i | i
COc1ccc(NC(=O)Cn2nnc(-c3ccccc3NS(=O)(=O)c3ccccc3)n2)cc1 | i | i | i | i | -9 | i | -3 | i | -7 | i | i
COc1ccc(CNC(=O)CSc2cccc3cccnc23)cc1 | i | i | i | i | -12 | i | x | i | -3 | i | i
COc1ccc(CCN(C)C(=O)c2ccc(S(=O)(=O)Nc3ccccc3C)cc2)cc1OC | i | i | x | i | -8 | i | x | i | -11 | i | i
O=C(OCc1csc(-c2ccccc2)n1)c1ccccc1O | i | i | i | i | -13 | i | -6 | i | -6 | i | i
Fc1ccccc1COc1ccc2ccccc2c1CNc1nn[nH]n1 | i | i | i | i | -1 | i | -3 | i | 1 | i | i
COc1ccc2c(c1)nc(SCC(=O)C(C)(C)C)n2C | i | i | i | i | -8 | i | 6 | i | 2 | i | i
Cc1cccc(NC(=O)CSc2nc3nc(C)cc(C)c3c(=O)[nH]2)c1 | i | i | i | i | -2 | i | 2 | i | 0 | i | i
O=C1/C(=C/c2cccc([N+](=O)[O-])c2)CSc2ccc(Cl)cc21 | i | i | i | i | -6 | i | -1 | i | -1 | i | i
O=C(NC1CCCCC1)C1CCC(CNS(=O)(=O)c2cccc3nsnc23)CC1 (configuration not stated) | i | i | i | i | -14 | i | 5 | i | 9 | i | i
COC(=O)COn1c(SCC(=O)OC)nc2ccccc2c1=O | i | i | i | i | -7 | i | 27 | i | 2 | i | i
COc1cc(CNCc2ccccn2)ccc1OCc1c(Cl)cccc1Cl | i | i | i | i | -1 | i | -6 | i | 6 | i | i
CCNc1nc(NCC)n2c(SCC(=O)Nc3c(C)cccc3C)nnc2n1 | i | i | i | i | -1 | i | -5 | i | 7 | i | i
Cc1nn(C)c(C)c1S(=O)(=O)Nc1ccc2c(c1)OCO2 | i | i | i | i | -8 | i | 1 | i | x | i | i
O=C(O)/C(=C\c1ccc(Br)cc1)c1ccc(S(=O)(=O)N2CCCCC2)s1 | i | i | i | i | -12 | i | 42 | i | 2 | i | i

Structures listed so far containing a nitro group on carbon:
SMILES | TRPC4 agonist | TRPC4 inh | KCNK3 block | KCNQ1 inh | hERG rescue | KCNK9 block | Dyrk1A ADPGlo | TRPC4 PAM | Platelet DG rel | KCNQ1 pot | PolyA inhibitor
Cc1c(NC(=O)c2cccs2)cccc1[N+](=O)[O-] | i | i | i | i | -12 | i | 5 | i | 0 | i | i
Cc1ccc(CNC(=O)c2cc(-c3ccccc3)nn2CC2CC(c3cccc([N+](=O)[O-])c3)=NO2)cc1 (configuration not stated) | i | i | i | i | -7 | i | 5 | i | 5 | i | i
O=C1/C(=C/c2cccc([N+](=O)[O-])c2)CSc2ccc(Cl)cc21 | i | i | i | i | -6 | i | -1 | i | -1 | i | i

(more compounds)
SMILES | TRPC4 agonist | TRPC4 inh | KCNK3 block | KCNQ1 inh | hERG rescue | KCNK9 block | Dyrk1A ADPGlo | TRPC4 PAM | Platelet DG rel | KCNQ1 pot | PolyA inhibitor
COc1ccc(-c2cc(C(=O)NC(Cc3c[nH]c4ccccc34)C(=O)O)c(C)o2)cc1OC (configuration not stated) | i | i | i | i | -8 | i | -6 | i | 4 | i | i
O=C(CN1CCN(C2CCCCC2)CC1)Nc1cccc2ccccc12 | i | i | i | i | 2 | i | x | i | 1 | i | i
CSc1nc2nc3c(cc2c(=O)n1-c1ccccc1C)CCCC3 | i | i | i | i | -10 | i | -7 | i | 4 | i | i
CCn1c(NC(=O)c2cccc(Cn3cc(Cl)cn3)c2)nc2ccccc21 | i | i | i | i | -13 | i | 1 | i | -11 | i | i
Cn1c(C(=O)N2CCCC(C(=O)NCCCSC3CCCCC3)C2)cc2sccc21 (configuration not stated) | i | i | i | i | -4 | i | -6 | i | 3 | i | i
Cc1cc2c(=O)n(CC(=O)N3CCN(c4ccc(F)cc4)CC3)cnc2s1 | i | i | i | i | -7 | i | 3 | i | 6 | i | i
COc1ccc(S(=O)(=O)Cc2ccc(C(=O)N3CCN(c4ccccn4)CC3)o2)cc1 | i | i | i | i | -2 | i | 14 | i | -1 | i | i
COc1ccc(C(=O)c2ccc(Br)cc2)c2ccccc12 | i | i | i | i | -6 | i | 6 | i | -1 | i | i
O=C(CSc1nccn1Cc1ccccc1)Nc1ccccc1 | i | i | i | i | -9 | i | 4 | i | -1 | i | i
CC1=NCCN1S(=O)(=O)c1cc([N+](=O)[O-])ccc1Cl | i | i | i | i | -7 | i | -1 | i | 0 | i | i

Some of the compounds tested; count on the stated rates, not on these rows.
